CAL PDZ inh = blocks peptide binding to human CAL PDZ domain | Q9HD26 | purified CAL PDZ, TMR-peptide fluorescence polarization, 1 h | inhibition, % at 20 µM | 330,000 compounds, 0.02% hits;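 active means highest replicate inhibition of at least 40%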;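 further: plate controls were DMSO neutral control wells for no effect and unlabeled competitor peptide control wells for full effect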
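Material – purified CerCALP PDZ construct · Detection – FP readout, S and P plane fluorescence · Measure – percent inhibition from loss of millipolarization · Controls – unlabelled peptide for full inhibition, DMSO wells as neutral · Probe or stimulus – TMR-labelled reporter peptide T*-PRC34 bound in PDZ groove · Times – 1 h at RT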
DAGLB inhibitor = blocks human DAGLB lipase activity | HEK293T DAGLB membrane lysate, EnzChek fluorogenic substrate | Q8NCG7 | 340,000 compounds, 0.059% hits | inhibition, % at 5.17 µM; in the data active means inhibition above about 34%;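 further: 0% = enzyme with vehicle and 100% = wells lacking enzyme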
Target sequence (Q8NCG7 whole entry, looked up): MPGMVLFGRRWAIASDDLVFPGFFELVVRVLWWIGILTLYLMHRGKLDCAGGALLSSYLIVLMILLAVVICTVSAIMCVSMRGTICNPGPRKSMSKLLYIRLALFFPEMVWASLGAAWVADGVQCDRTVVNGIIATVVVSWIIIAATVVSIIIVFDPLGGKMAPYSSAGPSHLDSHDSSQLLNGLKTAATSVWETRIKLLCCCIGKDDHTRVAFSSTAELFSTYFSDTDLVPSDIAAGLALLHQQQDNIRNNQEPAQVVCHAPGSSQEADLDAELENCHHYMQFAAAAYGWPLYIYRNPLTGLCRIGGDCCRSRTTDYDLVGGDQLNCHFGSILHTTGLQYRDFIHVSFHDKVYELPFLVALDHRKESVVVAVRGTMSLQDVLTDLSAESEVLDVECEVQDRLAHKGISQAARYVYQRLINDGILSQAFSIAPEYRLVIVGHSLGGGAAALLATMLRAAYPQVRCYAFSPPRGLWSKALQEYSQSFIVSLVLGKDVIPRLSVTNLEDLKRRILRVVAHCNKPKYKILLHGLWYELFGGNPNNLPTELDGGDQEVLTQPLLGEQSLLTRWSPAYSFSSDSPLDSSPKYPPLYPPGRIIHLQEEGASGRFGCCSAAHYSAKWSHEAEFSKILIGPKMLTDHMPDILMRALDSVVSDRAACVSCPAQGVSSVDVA
PfHsp90 set2 = growth inhibition of yeast expressing Plasmodium Hsp90 | AID 504621 | S. cerevisiae expressing PfHsp90, BacTiter-Glo ATP, 48 h; yeast lacking PDR1 and PDR3 efflux regulators | 310,000 compounds, 0.32% hits | inhibition, % at 9.4 µM;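 active means every replicate shows inhibition above about 80%, whatever the replicate mean, limit read from the data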;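 further: 0% = DMSO neutral controls and 100% = 20 µM radicicol positive controls; yeast relying on Plasmodium falciparum Hsp90 in place of its own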
Rtt109 Vps75 = C. albicans Rtt109 histone acetyltransferase inhibition | 330,000 compounds, 0.16% hits | purified Rtt109/Vps75, ThioGlo CoA-SH fluorescence, 4 h | inhibition, % at 34.9 µM;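 active means inhibition of at least 50% in every replicate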
E coli growth = counter-screen for AddAB inhibitors: E. coli growth inhibition. 330,000 compounds, 0.27% hits. AID 449728. inhibition, % at 11.9 µM. E. coli V3065 growth, OD600 absorbance, 18 h;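 active means inhibition above the campaign's mean inhibition across all tested compounds plus 3 SD, cut at about 9.9% in these data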;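 further: uninfected addAB+ strain grown without phage in ampicillin broth; 0% = DMSO wells and 100% = ciprofloxacin 0.95 µg/ml wells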
Wnt act = activators of Wnt/beta-catenin signaling; activation, % at 9.35 µM; 300,000 compounds, 1.2% hits; Wnt/beta-catenin reporter cell assay, activator, plate reader; in the data active means activation above about 30%, passing the limit was not always enough;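 further: 0% = neutral control wells and 100% = positive control wells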
phage Ecoli inh = E. coli growth loss with phage present | growth absorbance | inhibition, % at 11.9 µM | 360,000 compounds, 0.26% hits; in the data active means inhibition above about 11%
AddAB inh = less growth of phage-infected E. coli with AddAB; E. coli expressing H. pylori AddAB, absorbance growth; inhibition, % at 11.9 µM; 330,000 compounds, 0.29% hits; AID 435030; in the data active means inhibition above about 12%;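 further: 0% = vehicle wells of infected cells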
PvdQ inh = blocks Pseudomonas aeruginosa PvdQ acylase activity | purified PvdQ acylase, fluorescence plate reader | inhibition, % at 10 µM | AID 488965 | 340,000 compounds, 0.063% hits; in the data active means inhibition above about 30%, passing the limit was not always enough;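 further: 0% = vehicle neutral wells and 100% = reference inhibitor wells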
Tat export inh = E. coli Tat transport inhibition; 340,000 compounds, 0.036% hits; inhibition, % at 10 µM; E. coli MC4100 TorA-mCherry Tat export, fluorescence;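 active means mean replicate inhibition at least 50% and at least half of replicates individually reaching 50%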;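 further: exported cargo escapes ClpAP degradation while cytoplasmic cargo is degraded and loses fluorescence; 0% = median of neutral control wells and 100% = median of NaSCN control wells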
The depositor's hits bear a star; / = not tested or not shown.

SMILES	CAL PDZ inh	DAGLB inhibitor	PfHsp90 set2	Rtt109 Vps75	E coli growth	Wnt act	phage Ecoli inh	AddAB inh	PvdQ inh	Tat export inh
O=C(Cn1c2ccccc2c(=O)c2ccccc21)N/N=C/c1cc([N+](=O)[O-])ccc1N1CCCCC1	-3.7	0	12	-6	0.7	-7	2.4	3.4	-11	-1
COc1ccc(NC(=O)N(C)C[C@H]2Oc3c(NS(=O)(=O)c4ccc(OC)cc4)cccc3C(=O)N([C@H](C)CO)C[C@@H]2C)cc1	-0.9	1	-6	19	-2.2	3	1.2	0.4	18	1
CCOC(=O)C1C(=O)C=C(Nc2ccccc2F)CC1c1ccccc1 (stereo unspecified)	-1.1	-2	1	-3	0.3	9	1.2	-1.2	-10	0
COc1ccccc1C(c1nnnn1CC1CCCO1)N1CCC(C(N)=O)CC1 (stereo unspecified)	/	1	-7	2	-2.5	-5	1.9	-0.9	-9	1
FC(F)Oc1ccc(NC(=S)Nn2cnnc2)cc1	5.8	-1	-16	8	3.1	-1	3.5	0.0	1	-3
CSCCC(NS(=O)(=O)c1ccc(Br)cc1)C(=O)OCC(=O)NC1CC1 (stereo unspecified)	0.2	1	5	-1	-0.3	1	0.6	1.1	-17	0
CC1=Nc2ccc(C)cc2N(Cc2ccccc2)C(=O)C1	-0.8	-5	3	0	-2.1	-1	2.7	0.6	-10	1
COc1cc(/C=C2\SC(=O)N(CC(=O)Nc3ccccc3F)C2=O)cc(Cl)c1O	0.2	-3	-5	-6	0.5	2	0.9	3.8	-1	0
O=C(CCCSc1nc2ccccc2s1)NCc1ccc2c(c1)OCO2	-2.8	-8	17	4	-0.3	-2	0.0	3.2	-11	3
Cc1c(C(=O)N2CCOCC2)oc2ccc(S(=O)(=O)N3CCCCCC3)cc12	-0.2	-2	-78	-6	-0.5	/	2.5	2.8	-12	3

Random excerpt: seven records from the list, in no set order.
SMILES	CAL PDZ inh	DAGLB inhibitor	PfHsp90 set2	Rtt109 Vps75	E coli growth	Wnt act	phage Ecoli inh	AddAB inh	PvdQ inh	Tat export inh
CSCCC(NS(=O)(=O)c1ccc(Br)cc1)C(=O)OCC(=O)NC1CC1 (stereo unspecified)	0.2	1	5	-1	-0.3	1	0.6	1.1	-17	0
O=C(Cn1c2ccccc2c(=O)c2ccccc21)N/N=C/c1cc([N+](=O)[O-])ccc1N1CCCCC1	-3.7	0	12	-6	0.7	-7	2.4	3.4	-11	-1
CCOC(=O)C1C(=O)C=C(Nc2ccccc2F)CC1c1ccccc1 (stereo unspecified)	-1.1	-2	1	-3	0.3	9	1.2	-1.2	-10	0
CC1=Nc2ccc(C)cc2N(Cc2ccccc2)C(=O)C1	-0.8	-5	3	0	-2.1	-1	2.7	0.6	-10	1
O=C(CCCSc1nc2ccccc2s1)NCc1ccc2c(c1)OCO2	-2.8	-8	17	4	-0.3	-2	0.0	3.2	-11	3
COc1ccccc1C(c1nnnn1CC1CCCO1)N1CCC(C(N)=O)CC1 (stereo unspecified)	/	1	-7	2	-2.5	-5	1.9	-0.9	-9	1
COc1ccc(NC(=O)N(C)C[C@H]2Oc3c(NS(=O)(=O)c4ccc(OC)cc4)cccc3C(=O)N([C@H](C)CO)C[C@@H]2C)cc1	-0.9	1	-6	19	-2.2	3	1.2	0.4	18	1

Single values from the list.
`O=C(CCCSc1nc2ccccc2s1)NCc1ccc2c(c1)OCO2` in PvdQ inh has -11
`COc1ccc(NC(=O)N(C)C[C@H]2Oc3c(NS(=O)(=O)c4ccc(OC)cc4)cccc3C(=O)N([C@H](C)CO)C[C@@H]2C)cc1` in CAL PDZ inh has -0.9
`COc1cc(/C=C2\SC(=O)N(CC(=O)Nc3ccccc3F)C2=O)cc(Cl)c1O` in Wnt act has 2
`CC1=Nc2ccc(C)cc2N(Cc2ccccc2)C(=O)C1` in AddAB inh has 0.6
`O=C(Cn1c2ccccc2c(=O)c2ccccc21)N/N=C/c1cc([N+](=O)[O-])ccc1N1CCCCC1` in Rtt109 Vps75 has -6

The list continues.
SMILES	CAL PDZ inh	DAGLB inhibitor	PfHsp90 set2	Rtt109 Vps75	E coli growth	Wnt act	phage Ecoli inh	AddAB inh	PvdQ inh	Tat export inh
COc1ccc(/C=C/C(=O)OCC(=O)NC2CCS(=O)(=O)C2)cc1 (stereo unspecified)	-0.7	-3	-2	8	-3.5	3	2.8	0.2	3	-2
O=C(C(c1ccccc1)N1CCOCC1)N1CCOCC1 (stereo unspecified)	/	1	33	-3	0.1	/	1.8	3.4	-6	-2
CC1(C)Oc2ccc(C(=O)NC3CCCC3)cc2N(CC(=O)NC2CCCCC2)C1=O	-0.1	0	7	-7	-2.1	/	3.3	2.3	5	-6
Cc1ccc(Nc2cccc(C(F)(F)F)c2)nn1	-1.3	0	-14	1	1.6	-1	5.4	2.3	-21	2
COC(=O)c1ccc(C2C(Oc3ccc(OC)cc3)C(=O)N2CCc2ccc(F)cc2)cc1 (stereo unspecified)	-0.3	-3	1	1	-0.2	/	1.9	3.0	-9	2
C=CCOC(=O)C1=C(C)NC(=O)NC1c1ccc(N(C)C)cc1 (stereo unspecified)	-0.9	-1	-6	-2	0.4	-1	1.1	0.0	5	-1
CCOC(=O)C(NC(=O)CC(C)C)(Nc1sc(C)c(CC)c1C#N)C(F)(F)F (stereo unspecified)	-0.2	2	-2	2	0.3	1	2.8	1.9	-13	6
O=C(COC(=O)c1ccc(F)cc1)NCCCc1ccccc1	0.2	-7	1	10	1.7	1	-0.4	1.0	3	5
O=C(Oc1ccccc1Cl)c1ccc(N2CCOCC2)c([N+](=O)[O-])c1	0.1	1	-14	-3	-1.6	-9	1.6	-0.5	-5	0
Cc1ccc(C(=O)NCC(=O)NCc2ccccc2F)s1	-1.0	3	-10	1	-1.0	6	2.5	-0.8	2	3
O=C1C(Cl)=C(N2CCCCCC2)C(=O)N1c1ccc(Cl)cc1	-0.9	-3	-5	-8	-1.2	0	1.1	0.7	1	0
COCCOC(=O)c1c(NC(=O)CN2CCc3ccccc32)sc(C(N)=O)c1C	-0.5	0	-16	-9	-1.6	1	-2.3	3.8	-3	2
COc1cc(/C=N/NC(N)=O)ccc1OCC(=O)Nc1ccc(C)c(C)c1	-3.2	-1	-8	/	-1.3	4	2.1	2.6	3	5
Cc1ccccc1C(=O)N1CCC(C(=O)NN2C(=O)NC3(CCCCC3)C2=O)CC1	-0.7	-4	5	4	-2.6	5	1.8	-2.0	-1	-9
O=C(Nc1ccc2c(c1)C(=O)NC2=O)c1ccc(S(=O)(=O)N2CCCC2)cc1	-1.0	-2	-32	-4	-1.5	-2	3.1	-2.9	-11	-5
COc1ccc(CCCc2nnc(SCc3nc4ccccc4c(=O)[nH]3)n2C)c(C)c1	0.2	0	13	12	0.0	1	1.1	3.0	-5	-1
COc1c(O)cnn(-c2ccccc2)c1=O	-0.7	-1	8	6	-0.8	1	0.9	0.9	11	-8
CCOc1ccc(N/C(=N/c2nc(C)cc(C)n2)NC(=O)CC)cc1	-0.8	0	-11	-1	-0.2	0	1.2	2.0	-1	0
CC1=C(C)/C(=N\OC(=O)/C=C/c2ccccc2)C=CC1=O	0.1	0	13	-8	-1.8	/	0.9	2.7	-13	1
Cc1cccc2cc(CN(Cc3cccnc3)C(=O)c3ccccc3F)c(Cl)nc12	-2.5	-1	-1	15	-4.6	-5	0.9	0.8	2	5
O=c1c(-c2ccc3c(c2)OCCO3)coc2cc(OC3OC(CO)C(O)C(O)C3O)ccc12 (stereo unspecified)	-4.0	1	9	-5	-0.8	42*	1.7	0.0	-19	-7
CCCCCCCNC(=O)c1ccc(N2CCC3(CC2)OCCO3)c([N+](=O)[O-])c1	-0.3	5	16	-1	-0.3	-4	3.9	-0.7	15	7
CCOc1cc(CNC(C)C)c(Cl)cc1OCC(=O)NCCc1ccccc1	/	0	18	5	2.1	-1	1.4	-1.1	-5	2
CC1CC(C)CN(C(=O)CNC(=O)c2ccc3ccccc3c2)C1 (stereo unspecified)	-1.2	-4	3	2	1.3	3	1.0	2.0	-5	-1
Cc1c(NC(=O)CSCc2ccccc2)cccc1C(=O)O	-0.7	1	-16	-4	-0.6	9	-0.5	-0.5	-16	-2
CC(C)(C)N(Cc1ccccc1)C(=O)COC(=O)c1ccccc1SCC(=O)N1CCCC1	-1.8	-3	-1	4	-0.4	-1	-2.7	6.4	-12	3
Cc1n[nH]c(C)c1CCNCc1ccc(OCC(O)CN2CCCCC2)cc1 (stereo unspecified)	-0.8	1	20	2	1.2	-1	2.2	2.1	-5	-5
COc1ccc(Cl)cc1-n1c(C)cc(C=O)c1C	/	-1	-28	-22	-1.1	/	2.5	1.9	-5	5
Cc1ccc(C)c(NC(=O)Cn2nnc(-c3ccc(N4CCOCC4)cc3)n2)c1	0.2	-2	0	2	2.8	-1	0.1	2.5	-8	6
O=C(CN1CCCCC1)NNC(=O)c1ccc([N+](=O)[O-])cc1	-0.6	2	14	-5	-1.3	-2	2.0	0.5	-1	-1
CC(C)C(=O)N1CCN(c2ccc(NC(=O)c3ccc(Br)o3)cc2)CC1	-1.1	0	-7	7	-6.6	-7	0.3	-1.9	-8	-10
CCN(CC)CCOC(=O)c1ccc(NC(=O)COc2cc(=O)n(CC)c3ccccc23)cc1	-2.1	-2	0	-20	-5.1	-4	4.3	-1.1	-1	-1

Arranged by value in CAL PDZ inh (high to low): 3 of the compounds above
SMILES | CAL PDZ inh | DAGLB inhibitor | Rtt109 Vps75 | Wnt act | phage Ecoli inh | AddAB inh | PvdQ inh | Tat export inh
Cc1ccc(C)c(NC(=O)Cn2nnc(-c3ccc(N4CCOCC4)cc3)n2)c1 | 0.2 | -2 | 2 | -1 | 0.1 | 2.5 | -8 | 6
O=C(CN1CCCCC1)NNC(=O)c1ccc([N+](=O)[O-])cc1 | -0.6 | 2 | -5 | -2 | 2.0 | 0.5 | -1 | -1
CC1CC(C)CN(C(=O)CNC(=O)c2ccc3ccccc3c2)C1 (stereo unspecified) | -1.2 | -4 | 2 | 3 | 1.0 | 2.0 | -5 | -1

From PubChem BioAssay
